TRHR enhancer = allosterically enhances the human TRH receptor | P34981 | TRHR cells, fluo-8 calcium fluorescence, EC20 TRH enhancement | enhancement, % at 2 µM | 0.66% of 360,000 active | AID 493056; in the data active = enhancement above about 30%; also: 0% is about no effect
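TRHR-expressing cells loaded with fluo-8 calcium dye were read kinetically (ex 480/em 530) during compound addition, then stimulated with an EC20 of TRH (10 nM final). Enhancement of the Gq-mediated intracellular calcium response was scored.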
D2 antag = D2 dopamine receptor (human) antagonism | 2% of 340,000 active | AID 485344 | HEK293 TREx D2 cells, calcium flux, dopamine EC80 | inhibition, % at 10 µM | P14416; in the data active = inhibition above about 30%; also: 0% is about no effect
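Measurement of antagonist activity uses fluorescent calcium dye in inducible HEK293 T-REx D2 cells: 10 s baseline, compound addition with 180 s read, EC80 dopamine addition with a further 180 s read.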
TrxR1 substrate = rat thioredoxin reductase 1 substrate activity; purified TrxR1 substrate turnover, NADPH consumption readout; Potency, µM (top dose mostly 114 µM), without a hit: top-dose activity change, negative = substrate turnover; 0.01% of 390,000 active; also: potency is read from the fitted curve at half-maximal effect; % is scaled to controls: 0 for no effect and ±100 for the full control effect; nearly all actives have a fitted effect of over 50% in size
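Rat TrxR1, dispensed at 90 nM, was prereduced with 400 uM NADPH (final) for 5 min at ~22 deg C, then incubated with compound 15 min before 400 uM selenite. A first-read NADPH fluorescence drop versus no-compound background flagged substrates.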
IDH1 R132H inh = human IDH1 R132H inhibition; 0.093% of 390,000 active; O75874; IDH1-R132H enzyme, NADPH consumption, diaphorase/resazurin fluorescence; Potency, µM (titrated, usually from 76.6 µM), for inactives: top-dose activity change, negative = inhibition, actives largely listed as inhibitors; also: potency is read from the fitted curve at half-maximal effect; % is scaled to controls: 0 for no effect and ±100 for the full control effect; nearly all actives have a fitted effect of over 65% in size
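IDH1-R132H (0.5 ug/mL) preincubated 30 min with compound, then NADPH (0.016 mM) and alpha-KG (2 mM) added; 80 min at RT, pH 7.5. Remaining NADPH coupled via diaphorase/resazurin to fluorescence (540/590 nm); concentration-response curves normalized to no-enzyme control.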
TRHR ag = agonists of human TRH receptor. P34981. TRHR cells, calcium flux fluo-8, FDSS agonist mode. activation, % at 2 µM. 0.18% of 360,000 active. AID 493084; in the data active = activation above about 30%; also: 0% is about no effect
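Read-out: compound-evoked intracellular calcium rise in TRHR cells, fluo-8 dye, kinetic FDSS fluorescence at 1 s/cycle following a 10-cycle baseline. Cells cultured overnight before dye loading (30 min–1.5 h, RT).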
PI4K2A block = blocks human PI4K2A kinase activity | 0.13% of 420,000 active | activity change, negative = inhibition, % at 76.9 µM | purified PI4K2A, ADP-Glo luminescence, 1 h; stronger effect = lower value | Q9BTU6; in the data active = activity change below about -50%; inconclusive = mostly about -30% to -49%;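 also: -100% = wells without enzyme as full effect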
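In this quantitative HTS, ADP production by PI4K2A was quantified luminescently after 1 h at ambient temperature; 100 microM adenosine served as plate-quality control.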
TrxR1 inh = rat TrxR1 inhibition; recombinant rTrxR1, NADPH fluorescence consumption, selenite substrate; 1% of 390,000 active; Potency, µM (series often up to 114 µM), inactives show top-dose activity change, negative = inhibition, most hits filed as inhibitors; O89049; also: potency is read from the fitted curve at half-maximal effect; % is scaled to controls: 0 for no effect and ±100 for the full control effect; nearly all actives have a fitted effect of over 65% in size
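Rat TrxR1 (90 nM in the dispensed reagent) was pre-reduced with 400 uM NADPH for 5 min at room temperature, then incubated with compound for 15 min. After 400 uM selenite was added, NADPH fluorescence (Ex 340/Em 450 nm) was followed for 8 min.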
USP1-UAF1 inh = blocks the human USP1/UAF1 deubiquitinase complex; O94782; recombinant USP1/UAF1, Ub-Rhodamine cleavage fluorescence; Potency, µM (titrated, usually from 57.1 µM), for inactives: at the top dose activity change, negative = inhibition, hits mostly inhibitors; 0.23% of 390,000 active; also: potency is read from the fitted curve at half-maximal effect; % is scaled to controls: 0 for no effect and ±100 for the full control effect; nearly all actives have a fitted effect of over 60% in size; inactives centre near -12
Target sequence (O94782 whole entry, looked up): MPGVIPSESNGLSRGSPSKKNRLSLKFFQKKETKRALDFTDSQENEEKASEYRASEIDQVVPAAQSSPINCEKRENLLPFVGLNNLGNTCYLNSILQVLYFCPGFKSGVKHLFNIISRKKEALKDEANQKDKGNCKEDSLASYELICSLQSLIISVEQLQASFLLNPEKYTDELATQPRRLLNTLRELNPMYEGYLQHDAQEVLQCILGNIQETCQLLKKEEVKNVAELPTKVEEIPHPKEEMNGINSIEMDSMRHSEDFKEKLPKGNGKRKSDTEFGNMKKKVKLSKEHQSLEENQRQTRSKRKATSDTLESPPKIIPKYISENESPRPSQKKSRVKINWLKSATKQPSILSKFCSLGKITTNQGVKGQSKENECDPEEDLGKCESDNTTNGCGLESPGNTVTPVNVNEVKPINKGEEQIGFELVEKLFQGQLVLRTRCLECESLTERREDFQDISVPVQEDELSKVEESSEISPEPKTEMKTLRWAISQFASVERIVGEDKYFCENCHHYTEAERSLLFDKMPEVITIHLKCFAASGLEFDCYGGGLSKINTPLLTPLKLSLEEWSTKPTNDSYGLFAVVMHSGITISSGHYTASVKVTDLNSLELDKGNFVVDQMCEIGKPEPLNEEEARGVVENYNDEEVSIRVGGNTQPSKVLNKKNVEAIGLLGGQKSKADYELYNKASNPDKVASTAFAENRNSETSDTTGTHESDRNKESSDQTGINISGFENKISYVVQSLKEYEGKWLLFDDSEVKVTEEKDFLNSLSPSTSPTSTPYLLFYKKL
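USP1/UAF1 complex at 1 nM was preincubated with compound for 15 min at room temperature, then Ub-Rho substrate (150nM final) was added. Fluorescence (480/540 nm) was read kinetically, 6 reads every 60 seconds.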
D2 agonist = activates the human D2 dopamine receptor | P14416 | HEK293 T-REx D2 cells, calcium flux agonist mode | activation, % at 2 µM | 0.53% of 340,000 active | AID 485358;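 active = activation over 3 SD above normal in the single-dose calcium agonist read, cut at about 30% in these data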; also: 0% is about no effect
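Agonism is scored from calcium flux in a force-coupled, inducible HEK293 cell line expressing D2, read kinetically for 180 s after compound addition against dopamine controls.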
* marks the source's active call; other numbers are inactive results; u = inconclusive; x = no result given; & = joins results of further samples; [ ] = another dose, or the depositor's remark. Unless noted, calls follow the shape of the dose curve; as a rule, active = well fitted inhibition curve with a large enough effect; inconclusive = small, poorly fitted or top-dose-only effect; inactive = no such curve, though single readings can be large or run the other way.

Each structure is followed by: USP1-UAF1 inh | D2 agonist | TRHR enhancer | D2 antag | TrxR1 inh | PI4K2A block | IDH1 R132H inh | TrxR1 substrate | TRHR ag
CCN(CC)c1ccc(/C=N/NC(=O)c2ccccn2)cc1
  -23.2% | -0.1 | -0.3 | -2.8 | -17.2% | -0.5 | 5.7% | -17.0% | 2.9
O=C(O)CCCC(=O)Nc1cccc(-c2nc3ccccc3[nH]2)c1
  0.0% | 0.6 | 0.1 | -3.7 | u | -0.9 | -0.1% | 33.9%[activator] | 0.3
COc1ccccc1N1CCN(CC(O)COc2ccc(C)c(C)c2)CC1 (stereo unspecified)
  -3.8% | x | -0.2 | x | 9.4%[57.1 µM] | -7.6 | 9.4% | 3.9%[57.1 µM] | -0.9
N#C/C(=C\c1ccccc1)C(=O)Nc1ccccn1
  -24.3% | 0.9 | -4.8 | 20.8 | -1.6% | 9.2 | -8.1% | 51.6%[activator] | 0.3
CS(=O)(=O)N1CCC(C(=O)N2CCC(Cc3ccccc3)CC2)CC1
  -0.9% | 0.6 | 2.4 | 1.6 | 10.9% | -0.7 | -1.5% | 4.9% | -1.2
COc1ccc(-c2cc(C)no2)cc1S(=O)(=O)N(C)c1ccc(C)cc1
  -18.0% | -0.7 | -2.5 | -3.1 | 16.6% | 5.0 | 6.6% | 4.4% | -0.4
Cn1c(=O)c(=O)n(C)c2cc(N3CCOCC3)c(NS(=O)(=O)c3ccc(F)c(Cl)c3)cc21
  -8.4%&-24.3% | -0.3&0.3 | 4.7&2.2 | -1.9 | 8.6% | -1.8&-5.0 | -8.2%&3.9% | -3.2% | 0.1&-0.1
CC(C)CNc1oc(-c2ccccc2Cl)nc1C#N
  -12.2% | 0.4 | -7.0 | 8.0 | -1.9% | -1.3 | 3.5% | 1.6% | -0.5
Cc1csc(NC(=O)CCNS(=O)(=O)c2ccc3c(c2)c(=O)n(C)c(=O)n3C)n1
  -16.1% | 0.4 | 10.1 | 3.9 | 1.5% | -6.7 | -1.6% | 5.1% | -0.4
Cc1ccc2cc(/C=N/NC(=O)CN3CCOCC3)c(Cl)nc2c1
  -22.4% | -0.2 | 3.3 | -0.2 | -4.6%[57.1 µM] | -6.2 | 0.0% | -27.6%[57.1 µM] | 0.2
CC(=O)Nc1ccc(OC(=O)C(CCS(C)(=O)=O)N2C(=O)c3ccccc3C2=O)cc1 (stereo unspecified)
  1.0% | -0.4 | -6.5 | 1.2 | -11.3% | 5.9 | 6.4% | -10.6% | 0.8
Cc1c(C(=O)N2CCN(S(=O)(=O)c3cc(F)ccc3F)CC2)oc2ccccc12
  -6.6% | -0.6 | 0.7 | 12.5 | -1.4% | 4.5 | -7.3% | -4.4% | 0.0
CCc1nn2c(=O)c(S(=O)(=O)Nc3ccc(C)cc3C)c(C)nc2s1
  -11.4% | -0.4 | -3.9 | x | 10.9% | 2.7 | -13.3% | 3.3% | 0.1
O=S(=O)(c1ccc(Cl)cc1)N1CCCN(c2nc3ccc(Cl)cc3s2)CC1
  -9.3% | -2.5 | 28.8 | -10.8 | 2.7%[57.1 µM] | -1.0 | -0.4% | 10.1%[57.1 µM] | 0.0
Cc1ccc(C)c(NC(=O)CN(C)C(=O)c2cc(C3CC3)nn2-c2ccccc2)c1
  -20.5% | x | x | x | 16.4% | -1.4 | 8.2% | -2.4% | x
Cc1nc2c(C)cccn2c(=O)c1NC(=O)c1ccc(Br)o1
  -14.0% | -0.1 | 10.8 | 4.7 | -16.1% | 1.6 | 7.3% | -18.5% | -1.2
CN1CCN(C(=O)c2cc3nc(-c4ccco4)cc(C(F)(F)F)n3n2)CC1
  6.0% | -0.3 | -0.1 | 15.1 | -36.4% | 1.0 | -0.2% | 65.3% | -0.2
O=C(CN1C(=O)c2ccccc2C1=O)N1CCN(C2c3ccccc3-c3ccccc32)CC1
  -18.0% | 16.9 | 4.5 | 6.0 | u | 3.3 | -0.6% | -13.0% | 0.0
COc1cccc(OC)c1C(=O)NC(=O)Nc1c(F)cc(F)cc1F
  3.8% | 0.2 | 16.9 | -5.3 | 23.1%[57.1 µM] | -4.9 | 2.4% | 4.2%[57.1 µM] | -0.3
CC(=O)N1CCN(S(=O)(=O)c2ccc(Cl)cc2F)CC1
  -12.7% | 0.6 | 2.4 | 1.2 | 24.4%[57.1 µM] | 1.2 | 0.6% | 8.5%[57.1 µM] | -0.3
CCC(OCC(O)CN1CCN(CCN2C(=O)c3cccc4cccc(c34)C2=O)CC1)c1ccccc1 (stereo unspecified)
  -8.8% | -0.6 | 16.0 | -20.1 | 10.5% | -18.5 | -0.4% | 1.4% | -0.3
CN1C(C(=O)Nc2ccccn2)=C(O)c2sc(Cl)cc2S1(=O)=O
  -19.1% | 0.3 | -8.2 | 20.5 | 30.2% | -5.0 | -1.3% | 4.3% | -0.3
CCc1ccc2c(c1)C(c1ccc([N+](=O)[O-])cc1)=NNC(c1ccc(F)cc1)=N2
  -15.2% | -0.7 | -2.5 | -11.3 | 8.7% | 1.4 | 6.9% | -0.3% | -0.1
CCS(=O)(=O)c1ccc(N=Nc2ccc(O)c3ncccc23)c(OC)c1
  -23.7% | -0.8 | 3.0 | -8.1 | 10.8%[57.1 µM] | -13.7 | 6.2% | 2.8%[57.1 µM] | 0.8
NS(=O)(=O)c1ccc(NC(=S)NC(=O)c2cccnc2)cc1
  -13.7% | 1.7 | -2.6 | -2.1 | -44.6% | -0.3 | 12.7% | 4.8%[57.1 µM] | 0.4
O=C(NCCCl)Nc1cc([N+](=O)[O-])ccc1Cl
  -12.3% | -0.2 | -3.1 | -0.5 | -6.0%[57.1 µM] | 1.0 | -5.7% | -2.8%[57.1 µM] | -0.2
Oc1cc(Cc2ccccc2)cnc1CN1CCOCC1
  -15.2% | 0.5 | -3.9 | -13.9 | 3.0%[57.1 µM] | -1.3 | 1.1% | -2.2%[57.1 µM] | -0.2
CC(=O)Nc1ccc(S(=O)(=O)NCC(C)NS(=O)(=O)c2ccc(NC(C)=O)cc2)cc1 (stereo unspecified)
  -16.8% | 2.0 | 3.4 | -13.3 | 4.9%[57.1 µM] | 0.9 | 4.9% | 5.9%[57.1 µM] | 2.0
COCCn1c(N)c(C(=O)NCC2CCCO2)c2nc3ccccc3nc21 (stereo unspecified)
  25.1µM* | 0.5 | -5.3 | -11.2 | -18.0%[57.1 µM] | -21.2 | 6.3% | 309.8%[activator] | -0.5
Cc1nc2ccccc2c(C)c1C(=O)c1ccccc1
  -15.7% | 1.3 | 1.2 | 30.1* | 13.8%[57.1 µM] | -19.5 | 2.5% | 6.4%[57.1 µM] | -1.1

The closing five records of the part before open the next one:
Each structure is followed by: USP1-UAF1 inh | D2 agonist | TRHR enhancer | D2 antag | TrxR1 inh | PI4K2A block | IDH1 R132H inh | TrxR1 substrate | TRHR ag
O=C(NCCCl)Nc1cc([N+](=O)[O-])ccc1Cl
  -12.3% | -0.2 | -3.1 | -0.5 | -6.0%[57.1 µM] | 1.0 | -5.7% | -2.8%[57.1 µM] | -0.2
Oc1cc(Cc2ccccc2)cnc1CN1CCOCC1
  -15.2% | 0.5 | -3.9 | -13.9 | 3.0%[57.1 µM] | -1.3 | 1.1% | -2.2%[57.1 µM] | -0.2
CC(=O)Nc1ccc(S(=O)(=O)NCC(C)NS(=O)(=O)c2ccc(NC(C)=O)cc2)cc1 (stereo unspecified)
  -16.8% | 2.0 | 3.4 | -13.3 | 4.9%[57.1 µM] | 0.9 | 4.9% | 5.9%[57.1 µM] | 2.0
COCCn1c(N)c(C(=O)NCC2CCCO2)c2nc3ccccc3nc21 (stereo unspecified)
  25.1µM* | 0.5 | -5.3 | -11.2 | -18.0%[57.1 µM] | -21.2 | 6.3% | 309.8%[activator] | -0.5
Cc1nc2ccccc2c(C)c1C(=O)c1ccccc1
  -15.7% | 1.3 | 1.2 | 30.1* | 13.8%[57.1 µM] | -19.5 | 2.5% | 6.4%[57.1 µM] | -1.1
O=C(NCc1ccccc1)[C@@H]1CSC2c3ccccc3C(=O)N21 (stereo partly specified)
  -7.8% | -0.1 | -4.4 | 5.2 | 17.2% | -0.5 | 3.6% | -6.1% | -1.0
CCn1c(COc2ccc(C)cc2)nnc1SCC(=O)NNC(=O)c1ccc(OC)cc1
  -21.6% | -1.3 | 15.7 | -9.9 | -0.8% | -3.5 | 1.1% | -3.5% | 0.6
Cc1cc(C(=O)N(C2CCCCC2)C2CCCCC2)no1
  -3.5% | -1.0 | 3.2 | -4.3 | 22.5% | 6.0 | 5.9% | 6.4% | -0.2
COc1ccc(NC(=O)CSc2nnc(-c3ccc(F)cc3)o2)cn1
  -26.8% | 0.6 | 2.7 | -0.2 | 25.6% | -1.0 | -1.1% | 5.4% | 0.6
COC(=O)c1ccc(N2OC3(C)C=CC2CC3)cc1 (stereo unspecified)
  -0.2% | 2.7 | -0.1 | 4.0 | 6.1% | 3.5 | 4.9% | 7.2%[57.1 µM] | 0.1
CCc1c(C(C)S(=O)(=O)c2ccc(C)cc2)[nH]c(=O)n1-c1ccc(OC(F)(F)F)cc1 (stereo unspecified)
  -12.0% | 0.4 | 11.8 | -16.1 | u | 4.8 | 3.2% | 5.7%[57.1 µM] | -1.0
NNC(=O)c1ccc(CSc2nc3ccccc3s2)cc1
  -23.8% | 0.3 | 3.0 | 0.2 | -12.5% | 3.0 | 1.6% | 0.8% | -0.5
CN(C)S(=O)(=O)n1cc(/C=C(\NC(=O)c2ccccc2Cl)C(=O)NCCCn2ccnc2)c2ccccc21
  -24.8%&-28.4% | -0.2&-0.2 | -8.1&-6.7 | -6.9 | 8.5%&7.5% | -2.8&-1.3 | 12.9%&-6.9% | 1.9%&-0.5% | -0.1&0.0
COC(=O)c1scc(-c2ccc(C)cc2)c1S(=O)(=O)Nc1cc(Cl)ccc1C
  -21.3% | -0.1 | 3.1 | x | 30.2%[57.1 µM] | 5.0 | 50.6%[activator] | -1.7%[57.1 µM] | 0.6
